5-HT1A blocker – 5-HT1a (human) receptor antagonism | P08908 | CHO 5-HT1a Ga15 NFAT-bla reporter, antagonist mode | 62,000 compounds, 0.68% hits | inhibition, % at 10 µM;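 active = inhibition above the mean of all tested compounds plus 3 SD, cut at about 43% in these data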;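 also: receptor stimulated by 5-CT agonist at 100 nM near EC80; beta-lactamase reporter measured by ratiometric fluorescence of a cleavable substrate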
Target sequence (P08908 whole entry, looked up): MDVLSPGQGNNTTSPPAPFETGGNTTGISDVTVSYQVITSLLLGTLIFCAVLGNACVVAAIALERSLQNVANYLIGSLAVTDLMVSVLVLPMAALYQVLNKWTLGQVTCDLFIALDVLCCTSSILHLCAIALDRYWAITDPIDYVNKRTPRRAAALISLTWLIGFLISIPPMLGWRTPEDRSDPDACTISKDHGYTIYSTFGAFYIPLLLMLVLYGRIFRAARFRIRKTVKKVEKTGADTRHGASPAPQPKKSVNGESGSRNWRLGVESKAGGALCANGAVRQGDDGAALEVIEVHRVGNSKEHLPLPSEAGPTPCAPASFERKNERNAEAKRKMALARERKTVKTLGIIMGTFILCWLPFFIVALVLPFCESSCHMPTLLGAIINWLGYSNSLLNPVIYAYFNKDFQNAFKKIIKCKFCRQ
D1 mod – allosteric modulators of human D1 dopamine receptor; B-score at 10 µM; HEK293 D1, CRE-luciferase, dopamine EC30 potentiation; actives deviate in either direction; P21728; 58,000 compounds, 5.9% hits;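 active = luminescence count or its row- and column-corrected plate score outside the 99.7% band of the plate's sample wells, on either side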
S1P1 ag pot – agonists and agonism potentiators of human S1P1 receptor | 56,000 compounds, 0.57% hits | S1P1 CRE-bla cells, forskolin, beta-lactamase FRET, potentiator mode; S1P1 agonist co-added at EC20, 2 nM; 100% = saturating reference agonist, 0% = basal | activation, % at 9.5 µM | P21453;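 active = activation above a cutoff set at the mean activation of all tested compounds plus 3 SD, cut at about 54% in these data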;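 also: forskolin at 4 µM as EC80 and the EC20 agonist is SEW2871; 100% = SEW2871 at its EC100 plus forskolin at EC80; some compounds past the cut are filed as inactive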
Jurkat viability – cytotoxic compounds reducing Jurkat cell viability; Jurkat E6.1 viability, ATP luminescence, 48 h; inhibition, % at 4 µM; 56,000 compounds, 1.2% hits; AID 463;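 active = inhibition above the mean inhibition of all tested compounds plus 3 SD, cut at about 28% in these data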
S1P3 agonist – agonists of human S1P3 receptor; activation, % at 4.5 µM; 60,000 compounds, 0.1% hits; S1P3 NFAT-BLA reporter cells, agonism, FRET ratio; relative to 1 µM S1P, basal subtracted;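 active = activation above the screen-wide mean plus 3 SD, cut at about 4.5% in these data, passing the limit was not always enough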; also: some compounds called inactive have numbers as strong as hits
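Benchmarks: high control 1 µM S1P / System: stable CHO line with human S1P3, Gα16, NFAT-BLA reporter / Dosing: single compound concentration, 4.5 µM final / Timing: 4 h compound at 37 °C, 2 h substrate at RT / Measured by: FRET β-lactamase substrate fluorescence, excitation 405 nm, 460/535 nm emission ratio, background-subtracted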
HEK293 NFkB inh – inhibitors of the PMA/ionomycin-induced NF-kB reporter in HEK293 cells; HEK-293 NF-kB luciferase reporter, luminescence; inhibition, % at 3 µM; 62,000 compounds, 0.21% hits; AID 465;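 active = inhibition above the mean of all tested compounds plus 3 SD, cut at about 40% in these data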;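 also: 0% = stimulated DMSO wells and 100% = 10 µM reference inhibitor 5653914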
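Timing: 1 h pretreatment, 16 h stimulation, 37 °C; system: HEK-293 cells with stable firefly luciferase reporter driven by four HIV NF-kB elements; doses: 3 µM once, 0.30% DMSO; measured by: luciferase luminescence; control set: DMSO and 10 µM reference inhibitor; repeats: single test; reagent: PMA plus ionomycin mix as NF-kB-activating stimulus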
HTR1E agonist – activates the human 5-HT1E serotonin receptor; CHO 5-HT1E Ga15 NFAT-bla reporter, FRET; 0% DMSO wells, 100% control agonist wells; 65,000 compounds, 0.69% hits; activation, % at 6 µM; P28566;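 active = activation above a set limit, the screen-wide mean activation plus 3 SD, cut at about 8.5% in these data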;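 also: 100% = positive control agonist at 1 µM giving full maximal response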
Target sequence (P28566 whole entry, looked up): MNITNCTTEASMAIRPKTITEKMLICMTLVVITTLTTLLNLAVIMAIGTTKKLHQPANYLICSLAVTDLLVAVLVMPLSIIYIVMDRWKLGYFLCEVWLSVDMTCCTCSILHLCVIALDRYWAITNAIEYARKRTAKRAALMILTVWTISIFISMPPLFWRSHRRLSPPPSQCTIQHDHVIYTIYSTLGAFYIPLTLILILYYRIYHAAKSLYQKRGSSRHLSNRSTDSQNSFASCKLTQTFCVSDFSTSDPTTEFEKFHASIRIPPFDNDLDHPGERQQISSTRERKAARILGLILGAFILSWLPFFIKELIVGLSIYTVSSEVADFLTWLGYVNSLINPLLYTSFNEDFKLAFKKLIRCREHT
HTR1A agonist – 5-HT1a (human) receptor agonism; 65,000 compounds, 0.56% hits; AID 567; P08908; activation, % at 10 µM; CHO 5-HT1a Ga15 NFAT-bla reporter, FRET ratio; 0% basal, 100% maximal reference agonist;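 active = activation above the screen-wide mean activation plus 3 SD, cut at about 19% in these data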;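 also: 0% = DMSO wells and 100% = 5-CT at EC100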
HTR1E antagonist – antagonists of human 5-HT1E serotonin receptor | P28566 | CHO 5-HT1E Ga15 NFAT-bla reporter, FRET, antagonist | inhibition, % at 6 µM | 65,000 compounds, 0.99% hits;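 active = inhibition above a set limit, the mean inhibition across every tested compound plus 3 SD, cut at about 29% in these data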;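 also: signal is the 460 over 535 nm emission ratio of beta-lactamase substrate; 0% = agonist plus DMSO wells and 100% = wells without agonist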
* hit, by the source's call; nt = not tested or not shown.

mol	5-HT1A blocker	D1 mod	S1P1 ag pot	Jurkat viability	S1P3 agonist	HEK293 NFkB inh	HTR1E agonist	HTR1A agonist	HTR1E antagonist
COc1ccc(Br)cc1CNC(=O)C1CCN(S(=O)(=O)N2CCCCC2)CC1	-4	0.1	9	4	-0.7	21	-0.6	-4.5	-3
COc1ccc(-c2noc(-c3ccccc3C(=O)Nc3cccnc3)n2)cc1	0	1.1	12	-1	-0.3	8	-0.7	1.5	-9
CC(=O)/C(C[N+]1(C)CCCCC1)=N\O	-1	-0.45	-6	-5	-1.6	10	1.5	-1.9	-3
O=C(COc1ncnc2sccc12)N1CCN(S(=O)(=O)c2ccc(Cl)cc2)CC1	-2	-0.094	-2	-5	0.2	-8	-0.3	-0.7	-5
Cc1ccc(-n2c(SCC(N)=O)nc3c([nH]c4ccccc43)c2=O)cc1	10	-4.1*	-22	9	-1.9	-7	0.1	-1.6	17
CCOC(=O)N1CCC(N2CC34C=CC(O3)C(C(=O)O)C4C2=O)CC1 (stereo not drawn)	0	-0.021	-26	-2	-0.6	2	0.3	-2.4	-4
CC(=O)c1ccc(N2CCN(C(=O)C3CCCN(S(=O)(=O)c4cnc[nH]4)C3)CC2)cc1 (stereo not drawn)	4	-0.017	-19	1	-2.9	0	0.3	-0.7	0
O=C(Nc1ccccc1)NC1CS(=O)(=O)CC1O (stereo not drawn)	0	0.077	-10	2	-0.4	0	-0.4	-5.7	-9
CCCOc1ccc(C(CC(=O)O)NS(=O)(=O)c2ccc(NC(C)=O)cc2)cc1 (stereo not drawn)	-20	-0.55	2	-21	0.3	20	0.0	0.0	-6
COc1ccccc1NC(=O)c1[nH]c(C)c(C(C)=O)c1C	29	-0.54	-22	-5	1.0	4	0.0	-1.6	3
CC12CCCCN1CCCc1c2[nH]c2ccccc12 (stereo not drawn)	1	-1.7	-13	-1	1.7	-14	-0.3	2.3	3
COc1ccc(S(=O)(=O)N2CCN(C)CC2)cc1Br	-3	-1.1	-23	2	-0.5	23	0.0	-0.2	-4
O=C(Cc1cn2ccsc2n1)NCc1ccccc1	-3	-0.084	-3	-6	0.1	10	0.2	-0.5	0
O=C(Cc1cccs1)NCC1CCCO1 (stereo not drawn)	0	0.73	4	7	-1.5	7	0.1	0.8	10
CC1CN(C(=O)COC(=O)c2cccs2)CC(C)O1 (stereo not drawn)	-9	-0.29	-8	2	-0.4	28	1.0	-0.8	3
O=S(=O)(/C=C/c1ccccc1)n1cnc2ccccc21	-4	-1.4	8	-6	-0.4	-8	-0.3	-3.3	-6

Individual results from the results shown:
`COc1ccccc1NC(=O)c1[nH]c(C)c(C(C)=O)c1C` @ HTR1E agonist: 0.0
`O=C(Cc1cn2ccsc2n1)NCc1ccccc1` @ HTR1E antagonist: 0

Remaining list, next part:
mol	5-HT1A blocker	D1 mod	S1P1 ag pot	Jurkat viability	S1P3 agonist	HEK293 NFkB inh	HTR1E agonist	HTR1A agonist	HTR1E antagonist
O=C(c1ccccc1)c1nc2ccccc2[nH]c1=O	-12	1.5	0	6	-0.4	19	0.6	-3.8	0
Cc1cc(C)c(NC(=O)Cn2c(=O)n(Cc3ccco3)c(=O)c3ccccc32)c(C)c1	26	-0.49	5	0	-0.8	21	-0.4	-3.1	-5
O=C(Cc1coc2cc3c(cc12)CCC3)OCc1cc(=O)n2c(n1)sc1ccccc12	-13	-0.23	2	-2	0.2	4	-0.4	-2.0	-20
Cn1cc(-c2nc3ccccc3[nH]2)c2ccccc21	27	-4.1*	-16	2	-1.0	-1	-1.1	-2.4	-2
COCC(=O)Nc1nnc(CCc2ccccc2)s1	-8	-0.013	-4	6	-0.5	19	1.2	-0.6	2
CCOc1ccc(NC(=O)CN2CCN(CC(=O)Nc3ccc(C(=O)OC)cc3)CC2)cc1	-8	-0.14	-28	10	-0.4	14	1.0	-3.4	-16
CCOC(=O)c1cc2ccccc2nc1C	2	0.14	nt	nt	nt	0	-0.9	-2.0	-1
COc1cccc(-c2nnc3sc(-c4ccc(Cl)cc4)nn23)c1	nt	nt	-14	nt	-0.5	nt	-0.5	-0.7	-4
COc1ccc2c(c1)CCc1cc(C(=O)N3CCN(c4ccc(N5CCOCC5)nn4)CC3)sc1-2	-12	0.33	3	10	0.0	28	2.6	0.0	-5
Cc1csc2nnc(N)n12	12	-0.11	-2	5	-0.5	19	0.0	0.1	0
O=C(CSc1nnnn1-c1ccccc1)Nc1ccc(Cl)cn1	-10	nt	nt	-4	-0.5	18	0.7	-0.5	-9
CCC(C)n1nccc1NC(=O)C(C)OC(=O)c1cc2ccccc2[nH]1 (stereo not drawn)	3	-0.26	-23	5	-0.9	16	0.2	-3.9	4
O=CNCC(=O)NCCc1ccc(Cl)cc1	-16	-0.035	7	-3	1.2	8	0.6	0.2	3
COC(=O)c1[nH]c2ccc(C)cc2c1NC(=O)CN1CCN(c2ccc(F)cc2)CC1	-8	-1.9	7	5	-0.9	21	1.3	0.5	-11
CC1CN(C(=O)CSc2nnc(-c3ccc(Cl)cc3)n2C)CC(C)O1 (stereo not drawn)	-1	-0.53	-8	-8	-0.8	15	1.1	0.9	7
O=C(CSc1nnc(-c2cccnc2)n1Cc1ccco1)c1ccccc1	-11	-0.011	nt	1	-1.1	6	0.3	6.8	-4
CNS(=O)(=O)c1ccc(NC(=O)C(CCSC)NC(N)=O)cc1 (stereo not drawn)	-1	0.33	14	2	0.1	8	0.4	-0.2	1
COc1ccc(CN2CC(C(=O)NCCCN3CCCCCC3)CC2=O)cc1 (stereo not drawn)	19	0.093	0	4	-0.1	3	-1.4	-1.2	0
CCOc1ccc(S(=O)(=O)N(CC(N)=O)c2ccc(C)cc2)cc1	-6	0.0005	-16	-4	0.6	17	0.3	-0.3	-1
Cc1ccc([C@@H]2C3COCC=C3C(C#N)=C(N)C2(C#N)C#N)o1 (stereo partly drawn)	0	3.8	5	-4	0.2	8	0.2	-1.0	0
CCCCCn1c(CN2CCN(C)CC2)nc2c1c(=O)n(C)c(=O)n2C	2	-0.78	7	2	-0.6	11	0.9	0.3	-1
Cn1ccnc1C(O)c1ccco1 (stereo not drawn)	5	-0.17	nt	nt	nt	16	-0.4	-1.7	1
O=C(Nc1cccc(F)c1)c1ccc(S(=O)(=O)N2CCOCC2)cc1	-12	-0.39	10	6	-0.3	7	0.7	1.6	4
CC1=C(C(=O)OC(C)C)C(c2ccc(Br)s2)NC(=O)N1C (stereo not drawn)	14	1	-23	0	-0.1	5	0.0	-0.8	9
CCOC(=O)C(C)Sc1nc(N)c(NC(=O)c2ccc(OC)c(OC)c2)c(=O)[nH]1 (stereo not drawn)	-3	0.0084	-6	2	-0.5	4	0.0	-5.1	-9
CCC(C)NC(=O)C1CN(S(=O)(=O)c2ccccc2)CCN1S(=O)(=O)c1ccccc1 (stereo not drawn)	2	0.44	3	2	-0.1	8	-1.1	-0.9	18
CCN(CC)c1ncnc2c1cnn2C	9	1.9	-5	0	4.1	5	-1.1	-3.4	5
CCCCc1ccc(CC(=O)O)cc1	8	-0.0093	9	-3	0.8	4	-0.1	-2.9	-5
COc1cccc(N2CCN(C(=O)CN(c3ccc(C)cc3)S(=O)(=O)c3c(C)n[nH]c3C)CC2)c1	2	nt	19	0	-2.0	13	1.2	-1.1	-6
CCOC(=O)C1=C(N)OC2=C(C(=O)CCC2)C1c1cccnc1 (stereo not drawn)	1	nt	nt	nt	nt	7	-1.7	-1.1	17
CC(NC(=O)CSc1nnc(COc2ccccc2)o1)c1ccccc1 (stereo not drawn)	nt	nt	8	nt	0.9	nt	-0.3	-2.0	7
Nc1nnnn1/N=C/c1cccc(Oc2ccccc2)c1	nt	nt	11	nt	-5.1	nt	-0.9	0.8	25
C=C(C)COc1ccc(-c2n[nH]c(C)c2-c2ccccc2OC)c(O)c1	16	nt	10	6	-0.3	9	0.6	-4.0	0
O=C(CN1C(=O)c2cccc3cccc1c23)NCc1ccc2c(c1)OCO2	-8	0.046	2	1	-1.1	12	-1.1	-1.9	-9
C=CCSc1nnc(-c2c[nH]c3ccccc23)n1CC	16	-1.2	11	2	-0.7	5	-0.1	-1.8	8
CCOc1ccccc1N1CCN(c2nc3ccccc3nc2C(C#N)C(=O)OC)CC1 (stereo not drawn)	nt	-4.3*	3	nt	-3.7	nt	-1.9	1.3	2
Cc1ccccc1OCC(=O)Nc1cccc(N(C)S(C)(=O)=O)c1	-4	0.023	nt	6	-1.0	1	0.4	-2.7	1
COC(=O)CSc1nnc(C)n1-c1cccc(C#N)c1	14	-0.38	-16	-3	-0.5	16	-1.1	-3.4	4
CC1CCCc2sc3nc(NCc4ccco4)n4ncnc4c3c21 (stereo not drawn)	-18	4.9	-44	-8	-1.0	2	-1.2	1.0	11
COC(=O)CC(C(=O)Nc1cc(C(=O)OC)cc(C(=O)OC)c1)N1CCN(C)CC1 (stereo not drawn)	-16	-0.44	-14	6	-0.5	10	0.6	-4.0	-6
COc1ccc(OCc2nn3c(-c4cccc(OC)c4)nnc3s2)cc1	-3	-0.5	12	4	-1.4	8	-1.5	-1.0	4
COc1ccc(-c2cc(C(F)(F)F)nc(N3CCN(c4ccc(F)cc4)CC3)n2)cc1OC	5	0.2	nt	nt	nt	11	-1.1	-1.5	-3
O=C(O)c1ccc2c(c1)C(=O)N(c1cc(C(=O)O)ccc1Br)C2=O	8	-5.4	1	-6	-0.6	15	0.2	-1.0	-10
COc1cc(C2C(C(=O)OC(C)C)=C(C)Nc3ncnn32)cc(OC)c1OC (stereo not drawn)	-3	0.5	-9	-7	-0.2	2	0.7	-1.7	-5
Cc1ccc2nc(N3CCN(C(=O)c4cccs4)CC3)c(C#N)cc2c1	3	0.8	1	5	-0.8	-2	0.7	-3.3	-7
CCOc1ccc(NC(=O)CSc2nnc(C3CC3)n2N)cc1	-3	1.2	-14	-2	-0.5	10	0.5	-3.0	-13
Cc1cc(C)n2nc(C(=O)OCC(=O)c3cc(C)n(C)c3C)nc2n1	-18	-0.98	9	-2	0.5	1	0.1	-0.3	4
c1coc(CN2CN=C(Nc3nc4ccccc4s3)NC2)c1	7	1.7	3	5	-0.7	-2	1.1	0.5	-7
Cc1ccc(CCNC(=O)C2CCN(c3nn4c(=O)cc(C)nc4s3)CC2)cc1	9	0.094	0	-7	-0.7	20	0.1	-0.7	4
CC(=O)N1CCc2cc(S(=O)(=O)NCCC(=O)Nc3cccc(C)c3C)ccc21	-11	1.3	6	-1	-0.1	20	0.7	-3.8	-4
Cc1ccc2oc(C(=O)Nc3c(C)n(C)n(-c4ccccc4)c3=O)c(C)c2c1	-1	-0.25	nt	-4	-0.4	8	0.1	-1.4	-2

Screens as filed in PubChem BioAssay.
